ABHD4 inh: inhibitors of mouse ABHD4. hit rate 0.54% among 370,000. Q8VD66. purified mABHD4, FP-Rh probe fluorescence polarization. inhibition, % at 8.92 µM;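 active = inhibition exceeding the mean over every tested compound plus 3 SD, cut at about 30% in these data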;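 note: 0% = plate median of compound wells and 100% = S159A mutant with DMSO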
Target sequence (Q8VD66 whole entry, looked up): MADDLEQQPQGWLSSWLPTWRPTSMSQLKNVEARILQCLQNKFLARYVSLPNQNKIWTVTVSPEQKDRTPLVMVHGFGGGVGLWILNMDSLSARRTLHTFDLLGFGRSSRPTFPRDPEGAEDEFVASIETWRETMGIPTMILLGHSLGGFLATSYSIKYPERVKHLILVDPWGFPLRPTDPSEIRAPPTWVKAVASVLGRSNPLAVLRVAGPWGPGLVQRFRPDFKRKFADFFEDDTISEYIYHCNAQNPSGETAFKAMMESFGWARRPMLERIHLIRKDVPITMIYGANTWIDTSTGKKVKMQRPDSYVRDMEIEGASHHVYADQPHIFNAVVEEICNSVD
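System: mouse ABHD4 enzyme, wild type / Medium: HEPES pH 7.0, NaCl, Pluronic buffer / Reagent: FP-Rh activity-based fluorescent probe / Control set: S159A mutant high control, sample median low control / Detection: fluorescence polarization with parallel and perpendicular emission, 525/598 nm / Schedule: 45 min + 60 min at 25 °C / Compound dosing: 8.92 µM, single dose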
LEDGF integ inh: blocks HIV-1 LEDGF/p75-dependent DNA integration; TR-FRET IN-LEDGF/p75 DNA integration, Eu/Cy5; inhibition, % at 3.7 µM; hit rate 0.64% among 370,000; AID 743269;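 active = inhibition above the screen-wide mean plus 3 SD, cut at about 13% in these data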;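 note: signal is the Cy5 over europium emission ratio at 671 and 618 nm; 0% = plate median of compound wells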
TDP2 absorb: blocks human TDP2 phosphodiesterase activity. hit rate 0.34% among 370,000. O95551. inhibition, % at 12.8 µM. recombinant TDP2, T5PNP hydrolysis, p-nitrophenol absorbance 415 nm. AID 720702;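 active = inhibition above the mean of all tested compounds plus 3 SD, set per campaign, cut at about 25% in these data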;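 note: 0% = DMSO with enzyme and 100% = buffer with substrate but no TDP2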
Target sequence (O95551 whole entry, looked up): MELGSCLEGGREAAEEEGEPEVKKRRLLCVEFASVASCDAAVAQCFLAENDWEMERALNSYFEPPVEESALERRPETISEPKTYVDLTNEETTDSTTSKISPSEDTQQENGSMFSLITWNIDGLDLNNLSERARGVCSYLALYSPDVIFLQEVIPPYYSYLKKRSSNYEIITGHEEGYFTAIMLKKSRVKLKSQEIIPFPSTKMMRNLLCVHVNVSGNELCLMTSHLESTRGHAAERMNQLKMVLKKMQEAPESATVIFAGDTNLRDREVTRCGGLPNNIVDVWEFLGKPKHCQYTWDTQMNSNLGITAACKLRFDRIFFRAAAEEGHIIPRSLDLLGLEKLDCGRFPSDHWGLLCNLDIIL
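System: recombinant human TDP2 / Amount: 120 nM TDP2 per well / Also added: 5 mM T5PNP chromogenic substrate / Doses: 12.8 µM single point, 1% DMSO / Incubation: 2 h at 37 °C / Detection: p-Nitrophenol epi absorbance / Evaluation: % inhibition relative to enzyme-containing and enzyme-free wells / Repeats: singlicate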
GC-B act: GC-B (human) receptor activation. activation, % at 10 µM. HEK293-GC-B cells, CNP EC30, cGMP TR-FRET; 0% at EC30 CNP, 100% saturating CNP. hit rate 0.11% among 370,000;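 active = activation at 10 µM reaching about 35% in either raw or pattern-adjusted values, limit read from the data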
rCAG RNA binder: r(CAG) repeat RNA binding. hit rate 1.3% among 370,000. inhibition, % at 3 µM. TO-PRO-1 dye displacement fluorescence;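 active = inhibition above the plate cutoff, the mean of all test compounds on that plate plus 3 SD, cut at about 35% in these data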;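 note: 0% = DMSO alone and 100% = 100 µM mitoxantrone as full dye displacement; higher means more dye released from RNA so lower well fluorescence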
HTRA1 inhibitor: inhibitors of human serine peptidase HTRA1 | AID 504803 | hit rate 0.5% among 340,000 | recombinant HTRA1, FP-rhodamine activity-based probe, fluorescence polarization | inhibition, % at 5.96 µM; in the data active = inhibition above about 36%;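 note: 0% = enzyme with DMSO and 100% = wells lacking enzyme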
PRMT1 inh: blocks human protein arginine methyltransferase 1 | Q99873 | recombinant PRMT1, activity-based probe fluorescence polarization | inhibition, % at 2.79 µM | hit rate 1.3% among 370,000 | AID 652257;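 active = inhibition above about 21% made by adding two undisclosed values, limit read from the data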
Target sequence (Q99873 whole entry, looked up): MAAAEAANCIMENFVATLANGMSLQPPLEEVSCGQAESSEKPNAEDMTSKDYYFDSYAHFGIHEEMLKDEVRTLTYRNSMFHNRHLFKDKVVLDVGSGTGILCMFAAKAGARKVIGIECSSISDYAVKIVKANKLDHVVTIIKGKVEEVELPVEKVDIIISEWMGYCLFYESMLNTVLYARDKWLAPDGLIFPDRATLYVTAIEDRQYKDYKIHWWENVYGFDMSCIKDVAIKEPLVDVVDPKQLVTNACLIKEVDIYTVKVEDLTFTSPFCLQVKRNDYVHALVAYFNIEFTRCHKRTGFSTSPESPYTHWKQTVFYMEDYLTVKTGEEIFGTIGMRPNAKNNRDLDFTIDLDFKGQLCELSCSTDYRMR
SIAE inh: inhibitors of human sialic acid acetylesterase SIAE. hit rate 0.69% among 370,000. inhibition, % at 9.66 µM. Q9HAT2. AID 1053197. SIAE FP-Rh probe binding, fluorescence polarization;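 active = inhibition above a cutoff: mean of compounds within the control limits plus 3 SD of those, cut at about 17% in these data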;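 note: 0% = plate median of compound wells and 100% = probe without SIAE protein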
TCR CD3 inh: inhibitors of human TCR-CD3 interaction; TAMRA-labeled TCR probe fluorescence, biochemical; inhibition, % at 9.4 µM; hit rate 0.37% among 360,000; AID 651800; in the data active = inhibition above about 19%;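 note: recombinant mutant TCR 2C K166C tagged with TAMRA read by polarization; 0% = receptor in buffer alone and 100% = receptor with positive control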
MBD2 inh: blocks human MBD2 binding to methylated DNA | Q9UBB5 | TR-FRET, MBD2 binding to methylated oligonucleotide | inhibition, % at 4.4 µM | hit rate 0.31% among 370,000; in the data active = inhibition above about 13%
Active calls of the source: *; . = not tested or not shown. These rows are one share of the data, so the mix of outcomes need not match the whole.

SMILES	ABHD4 inh	LEDGF integ inh	TDP2 absorb	GC-B act	rCAG RNA binder	HTRA1 inhibitor	PRMT1 inh	SIAE inh	TCR CD3 inh	MBD2 inh
Cc1ccc(/C=N/NC(=O)c2nnn(-c3nonc3N)c2-c2ccccc2)o1	-2.7	2.9	1.2	-3.7	5.6	-22.9	-3.3	2.4	3.9	-7.0
Cc1cccc(NC(=O)Nc2cccc(C#N)c2)n1	-3.6	-4.5	-3.5	-4.3	4.8	1.7	-1.7	7.6	2.9	-2.3
COc1ccccc1CN[C@@H]1CC[C@@]23CCCN2C(=O)CCC[C@H]3C1	-1.2	-1.4	9.4	-5.4	.	.	-0.7	-6.6	.	4.4
Cc1ccccc1N1CCN(C(=S)c2ccc(-c3cccc([N+](=O)[O-])c3)o2)CC1	1.3	0.6	13.4	-2.4	4.9	-14.0	4.0	-4.2	4.8	-4.4
CC(C)Oc1ccc(CNC(=S)Nc2ccccc2)cc1Cl	-11.9	0.4	7.8	-1.4	0.2	-10.7	-0.3	4.9	13.5	-4.6
CCN(CC)S(=O)(=O)c1cccc(C(=O)N/N=C/c2ccc([N+](=O)[O-])o2)c1	10.7	-3.8	3.8	0.1	6.8	0.8	8.1	4.7	1.0	6.1
CCOC(=O)N1CCN(C(=O)c2ccc(NC(=O)CC)cc2)CC1	4.7	1.3	9.9	-3.6	-1.1	2.3	0.5	4.8	0.8	2.7
Cc1nc2ccccc2cc1C(=O)N/N=C/c1cccc([N+](=O)[O-])c1	2.0	0.6	7.9	-1.6	0.7	-3.6	3.3	2.0	-8.3	1.4
NS(=O)(=O)c1cccc(NC(=O)COC(=O)CCCc2c[nH]c3ccccc23)c1	-0.2	0.5	4.4	4.8	18.5	-6.1	-0.6	-7.5	-3.2	0.4
COc1cc(N/N=C(\C)c2ccc(N)cc2)nc(-c2ccccc2)n1	-3.1	5.5	-7.8	-3.8	6.2	-13.6	-4.7	8.6	-8.2	-5.8
O=C(Nc1cc(F)ccc1F)C1CCN(S(=O)(=O)c2cccc3nonc23)CC1	1.4	5.6	-1.8	-1.4	5.3	-3.1	0.8	5.7	7.2	-8.2
Cc1cc(C)cc(NC(=O)CCn2ccnc2)c1	10.0	1.0	6.5	1.8	0.0	2.7	-2.3	-0.6	4.6	-0.1
COC(=O)C1NN=C(C(=O)c2ccc(Cl)cc2)C1c1ccc(OC)cc1 (centres undefined)	-5.1	3.7	2.1	-14.2	0.1	-8.8	-3.4	2.5	-7.0	-4.0
COc1ccc2nc3ccccc3nc2c1NC(=O)c1ccc(Cl)cc1	13.1	-1.6	2.7	-10.5	-0.4	5.6	5.3	-8.9	3.3	7.6
CCS(=O)(=O)N1Cc2ccccc2CC1C(=O)Nc1nnc(C2CC2)s1 (centres undefined)	3.2	5.1	-9.7	-8.8	1.2	-0.1	-4.8	2.6	5.2	-5.5
O=C(NC1CC1)C1CCCN(C(=O)NC2CCCCC2)C1 (centres undefined)	-0.7	-3.3	2.2	.	-1.7	-4.5	3.7	-4.7	-3.5	2.0
O=C(O)CC(O)(CC(=O)O)C(=O)O	3.0	0.5	-4.5	-6.6	0.8	-10.3	2.4	-5.2	1.6	-3.8
O=S(=O)(CCSc1ccc(C(F)(F)F)cn1)c1ccc(Cl)cc1	-5.4	1.2	-1.6	4.2	-3.9	-3.3	-4.1	-3.6	-6.3	1.6
CC(C)NC(=O)c1onc(CSc2ccncc2)c1C(=O)NC(C)C	-3.9	-0.3	-5.2	-3.6	3.5	-1.8	4.4	-3.7	7.3	2.7
O=C(NCc1cccnc1)c1nc(-c2cccs2)no1	-0.3	-0.2	2.9	-1.6	-1.4	-3.5	-0.2	1.2	7.8	-4.7
CCOC(=O)N1CCN(C(=O)c2ccccc2N(C)S(C)(=O)=O)CC1	11.8	-0.7	8.7	5.6	-1.5	-0.8	-0.7	-1.2	1.4	3.2
Cc1cc(=O)n2nc(N3CCCC(C(=O)NCc4ccc(Cl)cc4)C3)sc2n1 (centres undefined)	3.1	-2.5	-3.5	-1.0	-2.6	-1.1	1.6	-1.5	3.3	-1.0
COc1ccc2c(C)cc(SCC(=O)N(C)C3CCS(=O)(=O)C3)nc2c1 (centres undefined)	3.7	1.3	-15.2	3.3	-4.6	0.8	-2.3	-3.0	5.1	2.9
COc1ccc(OCCn2c(=O)sc3ccccc32)cc1	-5.2	4.2	8.8	-1.4	-3.4	-5.3	0.5	-1.6	1.7	0.1
Cc1cc(NC(=O)CN2C(=O)NC(CC(C)C)C2=O)no1 (centres undefined)	-6.5	1.1	-18.6	1.3	1.1	4.9	-4.6	-1.2	-6.9	1.1

(cont.)
SMILES	ABHD4 inh	LEDGF integ inh	TDP2 absorb	GC-B act	rCAG RNA binder	HTRA1 inhibitor	PRMT1 inh	SIAE inh	TCR CD3 inh	MBD2 inh
COc1ccccc1/C=C(/C(=O)OCC(N)=O)c1ccccc1	2.3	-1.6	-0.7	-0.2	-3.1	3.5	-1.8	-3.6	3.2	-2.8
O=C(Cn1cc(C(F)(F)F)ccc1=O)N/N=C/c1cccc(Cl)c1	-1.5	1.4	5.0	3.2	-2.1	-1.3	0.6	-2.0	-6.8	0.8
CC[C@@]1(C(=O)OC)N[C@H](CN(C)C(=O)Nc2ccc(Cl)cc2)[C@@H]2C(=O)N(Cc3ccccc3)C(=O)[C@@H]21	7.9	-2.0	8.3	-4.3	1.3	3.1	7.5	4.5	-0.7	2.3
Cc1cccc(NC(=O)COC(=O)CCCC2=NS(=O)(=O)c3ccccc3N2)c1	-1.4	1.7	-3.0	-1.7	6.8	-1.5	-3.8	0.4	2.3	0.4
COc1ccc(S(=O)(=O)Nc2ccccc2)cc1OC	-3.5	0.1	6.8	-3.3	-1.6	8.7	-1.0	8.9	1.3	0.8
COc1ccc(CN2CCN(Cc3ccccc3F)CC2)cc1OC	17.4	1.0	21.7	-2.9	-2.1	1.2	-1.0	1.9	5.8	-6.8
CC(C)(C)c1ccc(-c2n[nH]c(=S)n2-c2ccccc2)cc1	0.9	-0.1	5.1	-9.4	6.4	2.6	12.3	11.5	-2.2	2.4
NC(=O)C1CCN(C(=O)C2CCN(S(=O)(=O)c3ccccc3)CC2)CC1	15.3	1.1	-3.0	-2.4	1.9	3.5	-10.1	-1.8	3.3	-2.5
COc1ccccc1-c1nnc(SCc2nc3ccccc3s2)n1C	-2.8	3.0	0.0	-4.1	-0.8	6.4	-0.8	2.4	-4.0	1.4
CC(C)CNC(=O)C1(C)CCCN1C(=O)CCc1cccs1 (centres undefined)	3.2	-1.0	-4.1	5.7	1.6	.	0.1	-8.3	7.4	-1.8
CC(=O)Nc1cccc(C(=O)NCCc2ccco2)c1	-5.9	5.1	-12.1	3.8	0.4	-2.0	10.4	-10.8	-7.3	9.5
COc1ccccc1C/C(N)=N/O	-6.5	-1.5	-2.2	-4.2	-1.5	2.8	0.6	2.0	2.1	-3.8
O=C1CSC(c2cccnc2)N1c1ccc(Cl)cc1 (centres undefined)	6.6	1.1	12.6	0.2	0.0	-3.2	2.3	5.9	-1.2	0.4
COc1cccc(S(=O)(=O)NCc2ccc(C(=O)N3CCN(C)CC3)cc2)c1	0.6	1.7	-0.5	2.4	-5.4	-9.9	1.3	12.9	-4.2	0.8
Cc1nn(-c2cc(Cl)ccc2Cl)c(C)c1C(=O)O	3.2	-3.0	-8.7	1.8	-1.8	-1.5	1.6	-8.1	-1.3	1.8
CSc1ncc(CN2CCN(C3CCCC3)C(CCO)C2)cn1 (centres undefined)	1.7	1.4	4.9	-6.2	-1.4	-7.4	-6.9	-0.7	8.9	-6.4
CCOc1cc(C(=O)N(C)Cc2cc3ccccc3[nH]c2=O)cc(OCC)c1OCC	-0.2	0.9	-1.7	-0.2	-10.6	-4.0	0.3	0.1	0.3	-6.6
CCn1c(SCC(=O)NNC(=O)c2ccc(C)cc2)nnc1C(C)C	6.0	0.9	-12.1	6.3	-0.6	5.5	-2.1	2.8	2.4	-0.1
OC1CSc2nc3ccccc3n2C1 (centres undefined)	5.2	-6.8	-0.6	3.0	1.8	7.7	-1.7	-5.1	-8.4	1.6
CCc1nnc(SCc2ccc(C(=O)OC)o2)n1N	1.7	1.2	-4.4	1.8	1.5	3.5	2.7	-0.9	3.3	1.9
O=C(O/N=C/c1ccc(Cl)cc1)C1CCCCC1	-3.6	2.4	-2.2	1.8	-0.4	-2.5	-2.7	0.4	-1.5	-0.2
COc1ccc(S(=O)(=O)N2CCOCC2)cc1C(=O)N(C)Cc1ccccc1F	2.6	-1.3	9.8	1.5	-2.1	0.7	-0.6	2.7	0.0	-3.5
CC(=O)Nc1ccc(S(=O)(=O)N(C)c2ccc(OCC(=O)OCC(=O)NCc3ccco3)cc2)cc1	-2.1	0.8	-4.5	-7.5	9.7	2.5	0.5	-1.8	-1.2	0.6
CCOc1ccc2ccccc2c1CNCCc1ccc(S(N)(=O)=O)cc1	-1.9	3.9	7.9	-6.4	7.6	0.3	-0.4	0.8	-3.3	-3.7
CCc1ccc(CNC(=O)CN2C(=O)COc3ccccc32)cc1	0.5	-2.1	0.9	1.9	-6.5	2.6	-0.1	-6.8	-6.7	2.7

Next part.
SMILES	ABHD4 inh	LEDGF integ inh	TDP2 absorb	GC-B act	rCAG RNA binder	HTRA1 inhibitor	PRMT1 inh	SIAE inh	TCR CD3 inh	MBD2 inh
S=C(NCCN1CCCCC1)Nc1ccc(Br)cc1	-3.4	1.0	-9.8	0.3	1.5	-3.8	-4.9	3.2	1.4	1.3
CCS(=O)(=O)N1CCC(C(=O)NCC2CCCO2)CC1 (centres undefined)	3.0	-2.6	2.4	-4.0	-3.6	1.7	-1.0	-2.0	-4.9	-0.2
CCOC(=O)C(NS(=O)(=O)c1ccc(C)cc1)(C(F)(F)F)P(=O)(OCC(C)C)OCC(C)C (centres undefined)	1.5	-2.9	2.1	3.5	-5.7	6.2	3.4	-0.2	0.4	-1.2
C[C@H](CO)N1C[C@H](C)[C@@H](CN(C)S(=O)(=O)c2cccs2)Oc2c(NC(=O)NC3CCCCC3)cccc2C1=O	-9.3	18.1*	-18.4	3.5	10.1	-5.3	-0.7	-1.9	1.3	-6.2
O=C(NCCc1nc2ccccc2[nH]1)/C(=C/c1ccco1)NC(=O)c1ccc(Br)cc1	4.5	-1.0	4.5	-5.9	1.6	0.7	-0.5	-0.3	-0.8	2.3
COc1ccc(S(=O)(=O)NNC(=O)c2ccc([N+](=O)[O-])cc2)cc1	-0.9	-0.7	13.2	4.2	0.6	12.9	-1.9	13.9	0.0	2.5
O=C1CC2(CCN1)CCN(Cc1ccccc1)CC2	-2.2	-1.2	-3.7	-3.3	0.8	3.0	-3.7	2.8	1.7	-4.6
Cc1ccc(C(=O)c2nocc2C(=O)c2cccs2)cc1	-2.0	-1.6	-3.6	-8.7	1.1	-3.6	-1.5	-6.7	1.5	-3.1
